# Source: PubChem BioAssay (several laboratories)
# CRFBP-R2 block: blocks CRF-induced signaling of the CRF-BP/CRF-R2 complex; HEK293 CRF-R2/CRF-BP, CRF-induced calcium fluorescence; inhibition, % at 11.8 µM; 350,000 tested, 0.59% active; AID 588475;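 active means inhibition of the ligand-induced calcium signal above about 50% at the single tested concentration, limit read from the data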
# CRFBP-R2 agonist: CRF-BP/CRF-R2 complex agonism; HEK293 CRF-R2/CRF-BP, calcium dye fluorescence (FLIPR); percent of saturating CRF peptide response; activation, % at 13.2 µM; 350,000 tested, 0.46% active; AID 588473;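 active means activation of at least 50%, plus an integration ratio under a set limit after plate pattern correction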;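 further: plate controls were neutral control wells without compound for no effect and CRF at EC100 for full effect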
# GalR3 antag: antagonists of human GalR3; HEK293 GalR3-CNG cAMP membrane potential fluorescence; galR3 body fused to GalR1 C-terminus; 360,000 tested, 0.44% active; AID 651719; inhibition, % at 3 µM;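 active means inhibition above the screen-wide average plus 3 SD, cut at about 13% in these data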;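 further: forskolin and galanin both at EC90 stimulate the cells; cAMP rise reported by CNG channel membrane potential dye signal; 0% = forskolin plus galanin with DMSO and 100% = forskolin alone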
# Target sequence (O60755 1-299 limits assumed): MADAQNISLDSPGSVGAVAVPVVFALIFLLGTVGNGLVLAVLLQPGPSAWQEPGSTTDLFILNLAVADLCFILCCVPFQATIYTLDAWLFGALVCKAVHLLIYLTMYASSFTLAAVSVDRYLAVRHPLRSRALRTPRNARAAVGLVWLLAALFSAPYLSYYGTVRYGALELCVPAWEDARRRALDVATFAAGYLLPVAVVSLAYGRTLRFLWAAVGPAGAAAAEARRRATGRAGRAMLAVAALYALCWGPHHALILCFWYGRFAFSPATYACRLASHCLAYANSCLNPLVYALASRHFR
# Active calls of the source: *. The list is partial; count on the stated rates, not on these rows.
SMILES,CRFBP-R2 block,CRFBP-R2 agonist,GalR3 antag
O=C(O)C1CC(C(=O)O)SS1 (centres undefined),2.6,0.3,-5.6
CC1(C)C(C(N)=O)C(=O)NC(=O)C1C(N)=O (centres undefined),-9.2,10.3,-6.2
O=C1c2ccccc2C(=O)N1CCC#Cc1ccc2cc(CCO)oc(=O)c2c1,0.8,-2.1,13.2*
CC(OC(=O)c1ccc(Cl)c([N+](=O)[O-])c1)C(=O)N1CCN(Cc2ccccc2)CC1 (centres undefined),13.6,0.4,-2.3
O=C(NCC(c1ccco1)N1CCN(c2ccccc2)CC1)c1cccs1 (centres undefined),2.3,-2.1,-1.3
CNc1ccc(S(=O)(=O)NCC(=O)OC(C)C(=O)N(C)Cc2ccccc2)cc1[N+](=O)[O-] (centres undefined),5.7,-0.2,-6.1
Cc1cccc(NC2(C(=O)O)CCCC2)c1,-4.0,0.3,-3.0
CC(=O)c1ccc(-c2cccc(-c3nc4ccccn4c3NC3CCCCC3)c2)cc1,0.3,0.1,-6.5
C[C@H](CO)N1C[C@H](C)[C@@H](CN(C)S(=O)(=O)c2ccccc2)Oc2ccc(NC(=O)NC3CCCCC3)cc2C1=O,-0.3,0.6,-2.8
CN(CC(=O)Nc1cccc(S(=O)(=O)N2CCCC2)c1)CC(=O)Nc1ccc(F)c(F)c1F,-3.9,2.5,-6.0
Cc1cc(OC(C)C(=O)NC2CC(C)(C)NC(C)(C)C2)c2c(C)c(C)c(=O)oc2c1 (centres undefined),10.4,-1.1,1.3
CN(Cc1ccc(Cl)c(Cl)c1)C(=O)CN1C(=O)NC2(CCCC2)C1=O,-27.1,6.3,-3.2
COC(=O)c1nc[nH]c1[N+](=O)[O-],-0.8,-1.1,0.4
N#CC1=C(N)Oc2cc(N)ccc2C1c1ccccc1 (centres undefined),0.9,3.5,-10.8
O=C(CC1OC(=O)c2ccccc21)Nc1cc(S(=O)(=O)N2CCOCC2)ccc1OCC(F)(F)F (centres undefined),3.8,-0.1,-1.8
CC(C)(C)C1N=C(c2ccc3ccccc3c2)OC1=O (centres undefined),4.8,0.3,-2.6
COc1cc2ccccc2cc1C(=O)N1CCOCC1,14.8,-1.6,-1.9
Cc1ccc(S(=O)(=O)N2CCOCC2)cc1NC(=O)COC(=O)CCC(=O)c1ccc(F)cc1,-4.3,1.7,-5.3
CS(=O)(=O)c1ccc(-c2cccc(NC(=O)c3ccc(Br)o3)c2)nn1,8.1,-0.4,-5.2
O=C1CCC(c2ccccc2)c2ccccc21 (centres undefined),12.7,-5.8,-0.9
Cc1ccc(C)c(C(=O)CCC(=O)Nc2ccc(N3CCN(C)CC3)cc2C)c1,3.9,-2.1,-3.6
O=C1CC/C=C\C[C@@H](CC(=O)N(CCO)Cc2ccccc2)C(=O)N2CCC[C@H]2CO1,-7.7,-2.2,-2.1
COC(=O)[C@@]12CCCCN1[C@H](c1ccc(-c3ccccc3)cc1)[C@H]1C(=O)N(C)C(=O)[C@H]12,-3.7,-0.2,5.8
COc1cc(C2(c3ccc(O)c(OC)c3)C(=O)Nc3c(C)cc(Br)cc32)ccc1O,-22.0,3.0,-1.6
CCCN(CC1CC1)C(=S)NC(=O)c1cc(Br)ccc1Cl,0.2,-1.8,-4.7
CC(=O)Nc1nnc(CCS(=O)(=O)c2ccc(C)cc2)s1,-6.6,0.8,3.0
NC(=S)NN=Cc1ccc(OC(=O)COc2cc(Cl)c(Cl)cc2Cl)cn1,-36.6,10.6,-2.3
COc1ccc(-c2oc(=O)c3cc(OC)c(OC)cc3c2-c2cc(F)cc(OC)c2)cc1,3.2,1.1,-3.0
COC(=O)C1CCC(=O)N1C(c1ccc(OC)cc1)c1cc(OC)c(OC)c(OC)c1 (centres undefined),-18.1,2.9,-1.6
C#CCOCCOCCOCCNc1nc(OC)nc(N2CCN(C(=O)[C@H](CCC(=O)O)n3cc(C(N)CO)nn3)CC2)n1 (some centres undefined),0.1,4.8,-4.0
CC(C)(O)CC[C@@H](O)[C@](C)(O)C1CC[C@@]2(O)C3=CC(=O)[C@]4(O)C[C@@H](O)[C@@H](O)C[C@]4(C)C3CC[C@]12C (some centres undefined),4.2,-1.0,-4.6
O=C(Nc1ccc2c3c(cccc13)CC2)c1ccccc1,17.9,-1.2,-5.1
Cc1ccccc1-c1cccc([C@@H]2C[C@H]3C(CN2)CON3C)c1 (some centres undefined),-6.5,-1.4,-5.6
CSc1ncccc1C(=O)OCC(=O)NC1CCCCC1,12.7,-0.8,-6.7
CSCCC(NC(=O)COc1ccccc1)C(=O)N1CCC(C(N)=O)CC1 (centres undefined),2.4,-0.3,-5.8
CSc1ccccc1C(=O)OCC(=O)N1CCCC1=O,-2.9,-0.6,-2.9
O=[N+]([O-])c1ccc(Cl)c(S(=O)(=O)Nc2cccc(-c3ccc(N4CCCC4)nn3)c2)c1,10.3,-1.4,-1.8
O=C(CN1C(=O)NC(Cc2ccccc2)C1=O)Nc1ccc(OC(F)F)cc1 (centres undefined),-9.9,3.0,0.7
CC(=O)OCC(=O)C1CCC2C3CCC4=CC(=O)C=CC4(C)C3CCC12C (centres undefined),0.6,-2.8,-6.0
CN(C(=O)COC(=O)c1ccc(Cl)c(S(=O)(=O)N2CCCCC2)c1)C1(C#N)CCCCC1,-4.7,4.7,-4.8
Cn1c(SCc2c(F)cccc2Cl)nc2ccccc2c1=O,-3.4,3.2,-5.3
Cc1cc(=O)[nH]c2ccc(Cc3ccccc3)cc12,-5.7,-0.1,-1.9
O=C(COC(=O)c1ccc([N+](=O)[O-])o1)Nc1ccc2c(c1)OC(F)(F)O2,-4.1,0.0,-7.7
COc1cc(C2C3=C(COC3=O)Oc3cc4c(cc32)OCO4)ccc1OC(C)=O (centres undefined),13.8,-3.7,-5.5
NC(=S)NN=CCn1cc([N+](=O)[O-])c(=O)[nH]c1=O,2.2,-0.9,-6.0
Cc1nnc(SCC(=O)NNC(=O)c2ccccc2)n1N,-1.6,-0.5,-2.0
COc1ccc(OC)c(CN2CCN(C(=O)CN3C(=O)NC4(CCCC4)C3=O)CC2)c1,7.6,1.9,-2.7
CCCCn1c(N)c(N(CCOC)C(=O)c2ccc(OCc3c(C)noc3C)cc2)c(=O)[nH]c1=O,17.5,1.9,-4.1
CCOc1ccc(S(=O)(=O)Nc2cccc(C(=O)NCCCN3CCCC3=O)c2)cc1,3.1,0.4,-7.1
C[C@@H]1COC(=O)[C@@H](CC(=O)OC(C)(C)C)C/C=C\C[C@H](CC(=O)NCCO)C(=O)N1,8.2,-0.2,-5.4

# Next section; it opens with the three that closed the last part.
SMILES,CRFBP-R2 block,CRFBP-R2 agonist,GalR3 antag
CCCCn1c(N)c(N(CCOC)C(=O)c2ccc(OCc3c(C)noc3C)cc2)c(=O)[nH]c1=O,17.5,1.9,-4.1
CCOc1ccc(S(=O)(=O)Nc2cccc(C(=O)NCCCN3CCCC3=O)c2)cc1,3.1,0.4,-7.1
C[C@@H]1COC(=O)[C@@H](CC(=O)OC(C)(C)C)C/C=C\C[C@H](CC(=O)NCCO)C(=O)N1,8.2,-0.2,-5.4
O=C1COc2ccc(C(=O)COC(=O)CCCOc3ccccc3)cc2N1,-25.3,-0.5,-4.7
COc1ccccc1C(=O)NCCC(=O)NC1=NCCS1,-2.6,0.4,-3.5
COc1ccc([C@H]2N[C@]3(CCCN(Cc4ccc(Br)cc4)C3=O)[C@H]3C(=O)N(C)C(=O)[C@@H]23)cc1,7.2,-0.7,-4.5
COc1ccc([C@H]2N[C@]3(CCCN(Cc4cccn4C)C3=O)[C@H]3C(=O)N(Cc4ccccc4)C(=O)[C@@H]23)cc1,3.8,-0.8,-3.8
CC(=O)N1CCN(C(=O)c2cc(-c3ccc(Cl)s3)nc3ccccc23)CC1,-12.0,1.0,1.2
COc1ccc(CCNC(=O)COC(=O)C2CC2C)cc1 (centres undefined),1.6,-0.2,-4.0
CS(=O)(=O)c1ccc(NC(=O)c2ccccc2-n2cnnn2)cc1,10.2,-1.0,-3.3
COC(=O)[C@]1(C)CCC[C@@]2(C)C3CC[C@]4(OC(C)=O)C[C@@]3(CCC21)CC4=O (some centres undefined),-6.8,-3.0,-4.3
CC(C)C[C@@H](CN)NC(=O)c1nc[nH]c1C(=O)N[C@@H](C)C(=O)CNC[C@H](C)NC(=O)c1nc[nH]c1C(=O)N[C@@H](CC(C)C)C(=O)O,9.4,-3.0,-3.4
O=C(COC(=O)CNS(=O)(=O)c1ccc(F)c(F)c1F)NC1CC1,-0.6,1.1,0.4
C[C@@H]1CN([C@@H](C)CO)C(=O)CCCn2nncc2CO[C@H]1CN(C)Cc1ccncc1,8.7,0.0,-6.9
C(COC1CC2CC1C1C2CC2OC21)OC1CC2CC1C1C2CC2OC21 (centres undefined),16.7,-3.6,-5.8
O=C(CN1CCN(S(=O)(=O)c2ccc(F)c(Cl)c2)CC1)N1CCc2ccccc2C1,-4.1,-2.8,-9.1
CC(=O)c1sc(NC(=O)C2CCN(c3ncnc4sc(C)c(C)c34)CC2)nc1-c1ccccc1,-13.0,-0.5,-1.0
CCN1CCN(C(=O)c2ccc(CS(=O)(=O)Cc3ccccc3Cl)o2)CC1,12.4,-1.0,-5.6
O=C(NC(=S)NN1CCOCC1)c1cc(Br)ccc1Cl,1.4,0.5,-1.9
Cc1cc(NC(=O)CSCC(=O)Nc2nc3ccc(F)cc3s2)no1,-6.3,0.5,-6.0
O=C(Nc1ccccc1)Oc1cccc2cccnc12,9.0,0.8,1.6
COc1ccc(-c2noc(CCC(=O)N3CCN(c4ccc(Cl)cc4)CC3)n2)cc1,-4.7,7.7,-6.0
COc1ccc2sc(N(CCCN(C)C)C(=O)c3ccc(S(=O)(=O)N4CCc5ccccc5C4)cc3)nc2c1,-33.2,23.4,-3.9

# Pulled one by one from the list above (4):
SMILES,CRFBP-R2 block,CRFBP-R2 agonist,GalR3 antag
O=C(CN1CCN(S(=O)(=O)c2ccc(F)c(Cl)c2)CC1)N1CCc2ccccc2C1,-4.1,-2.8,-9.1
CC(=O)c1sc(NC(=O)C2CCN(c3ncnc4sc(C)c(C)c34)CC2)nc1-c1ccccc1,-13.0,-0.5,-1.0
O=C(NC(=S)NN1CCOCC1)c1cc(Br)ccc1Cl,1.4,0.5,-1.9
C[C@@H]1CN([C@@H](C)CO)C(=O)CCCn2nncc2CO[C@H]1CN(C)Cc1ccncc1,8.7,0.0,-6.9

# Following part.
SMILES,CRFBP-R2 block,CRFBP-R2 agonist,GalR3 antag
CCCCn1c(N)c(N(CC(C)C)C(=O)c2ccc(OCC3CCCO3)cc2)c(=O)[nH]c1=O (centres undefined),14.9,5.1,-3.7
Cc1nn(-c2ccccc2)c(C)c1CNC(=O)c1ccc(S(=O)(=O)NCc2ccco2)cc1,3.4,-1.2,-6.4
C[C@@H](c1ccccc1)N1Cc2ccccc2Oc2cc(Br)ccc2S1(=O)=O,16.9,8.8,-4.5
C[C@@H]1CN([C@H](C)CO)S(=O)(=O)c2ccc(Br)cc2O[C@H]1CN(C)C(=O)C1CC1,12.9,-0.4,-5.4
O=C(Oc1ccc(-c2nnco2)cc1)c1ccco1,11.8,-2.0,-1.4
Cc1ccc(OCC(=O)NN=C2C3CC4CC(C3)CC2C4)cc1,4.9,-1.4,-4.2
O=C(CCN1C(=O)C2CCCCC2C1=O)N1CCN(S(=O)(=O)c2c(F)cccc2F)CC1 (centres undefined),-1.5,0.1,0.8
Cc1ccccc1Nc1nc(N)nc(COC(=O)CCC(=O)c2ccc(F)cc2)n1,2.6,-1.7,-3.2
CC(=O)Nc1ccc(NC(=O)CCc2nc3sc4c(c3c(=O)[nH]2)CCCC4)cc1,-4.7,-0.1,0.4
CC(CNC(=O)Cn1ccc(NC(=O)OCc2ccccc2)nc1=O)c1ccccc1 (centres undefined),-5.0,-1.0,-4.0
C[C@H](CO)N1C[C@H](C)[C@@H](CN(C)Cc2ccccc2)OCCCC[C@H](C)Oc2ccc(N(C)C)cc2C1=O,2.0,0.1,0.2
CC(=O)[C@H]1CC[C@H]2[C@@H]3CC=C4C[C@@H](O)CC[C@]4(C)[C@H]3CC[C@]12C,-3.6,-0.9,-5.0
O=C(CCc1nc2ccccc2c(=O)[nH]1)Nc1cc(Cl)ccc1N1CCCC1,-9.4,-3.4,-1.9
CC(=O)NCCc1ccc(C(=O)COC(=O)c2ccc(C)s2)cc1,-3.0,0.8,0.3
Cc1cccc(C(=O)OCC(=O)N(CC(C)C)c2c(N)n(Cc3ccccc3)c(=O)[nH]c2=O)c1O,-8.5,2.8,-0.1
Cc1cccc(C(=O)NNC(=O)c2ccc(NS(=O)(=O)c3cccs3)cc2)c1C,-5.3,-0.3,-2.2
COc1ccc(S(=O)(=O)Nc2cccc3c2O[C@H](CN(C)S(=O)(=O)c2cccs2)[C@@H](C)CN([C@H](C)CO)C3=O)cc1,16.3,-0.5,5.6
Cc1ccc(NC(=O)COC(=O)c2nn(C)c(=O)c3ccccc23)cc1F,-4.6,0.3,-8.9
Cn1c(=O)c2[nH]c(CCCCc3nc4ccccc4[nH]3)nc2n(C)c1=O,-13.6,-1.6,-5.0

# One compound at a time, from the list above. Order of values: CRFBP-R2 block	CRFBP-R2 agonist	GalR3 antag
# COc1ccc(S(=O)(=O)Nc2cccc3c2O[C@H](CN(C)S(=O)(=O)c2cccs2)[C@@H](C)CN([C@H](C)CO)C3=O)cc1 as listed: 16.3	-0.5	5.6
# CC(=O)[C@H]1CC[C@H]2[C@@H]3CC=C4C[C@@H](O)CC[C@]4(C)[C@H]3CC[C@]12C as listed: -3.6	-0.9	-5.0
